LYP inh 2 – PTPN22 phosphatase inhibitors, primary screen, biochemical, DiFMUP fluorescence, 2 µM | hit rate 0.21% among 96,000 | Tyrosine-protein phosphatase non-receptor type 22 (Homo sapiens), Q9Y2R2 | recombinant LYP catalytic domain | AID 640, 2007 | inhibition, % at 2 µM;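 active = inhibition at 2 µM at or above a set limit, the screen mean plus 3 SD, cut at about 24% in these data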;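 note: 0% = DMSO with enzyme and 100% = enzyme fully blocked by orthovanadate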
Target sequence (Q9Y2R2 whole entry, looked up, the tested form may be a part): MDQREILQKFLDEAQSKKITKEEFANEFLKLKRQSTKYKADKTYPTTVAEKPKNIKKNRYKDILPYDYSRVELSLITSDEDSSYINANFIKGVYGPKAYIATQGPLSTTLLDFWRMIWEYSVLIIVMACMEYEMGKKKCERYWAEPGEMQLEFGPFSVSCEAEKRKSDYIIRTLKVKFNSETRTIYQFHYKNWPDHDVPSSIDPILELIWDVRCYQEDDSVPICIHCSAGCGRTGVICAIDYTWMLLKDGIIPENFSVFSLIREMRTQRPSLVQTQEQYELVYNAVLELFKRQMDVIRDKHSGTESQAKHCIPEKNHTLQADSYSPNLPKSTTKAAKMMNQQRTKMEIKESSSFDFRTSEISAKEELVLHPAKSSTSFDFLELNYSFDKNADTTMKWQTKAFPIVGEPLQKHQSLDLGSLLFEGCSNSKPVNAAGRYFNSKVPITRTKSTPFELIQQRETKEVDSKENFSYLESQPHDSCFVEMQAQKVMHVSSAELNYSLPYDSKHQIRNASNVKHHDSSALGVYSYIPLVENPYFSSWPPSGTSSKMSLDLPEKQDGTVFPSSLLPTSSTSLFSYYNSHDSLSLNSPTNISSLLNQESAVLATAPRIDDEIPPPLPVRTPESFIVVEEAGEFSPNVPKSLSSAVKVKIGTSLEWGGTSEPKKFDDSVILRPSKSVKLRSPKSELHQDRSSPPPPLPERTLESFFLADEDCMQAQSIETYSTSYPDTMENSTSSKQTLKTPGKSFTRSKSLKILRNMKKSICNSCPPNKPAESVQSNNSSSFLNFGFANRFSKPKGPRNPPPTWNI
TNFa cytotox – cytotoxicity in TNFa-stimulated HUVEC, primary screen, cytotoxicity control for VCAM1 expression modulator project, imaging, Hoechst nuclei count. HUVEC TNFalpha-stimulated, Hoechst cell count. cell count reduction, % at 2 µM. hit rate 0.17% among 93,000;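 active = cell count reduction exceeding the screen mean by over 5 SD, scaled to untreated wells per plate, cut at about 78% in these data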;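 note: cells counted after 24 h of TNF alpha exposure following the 1 h pretreatment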
IL1B cytotox – cytotoxicity in IL-1B stimulated HUVEC, primary screen, cytotoxicity control for IL-1B NFkB translocation project, imaging, Hoechst nuclear count, IL-1B stimulus. HUVEC cell count loss. cell count reduction, % at 2 µM. hit rate 0.41% among 94,000. AID 845, 2007;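 active = cell count reduction more than 3 SD above the screen-wide mean, cut at about 70% in these data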;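 note: normalized per plate to untreated control cells as the no-loss baseline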
Pyk2 oligo antag – antagonists of Pyk2 self-association, primary screen, Q293 cells, FERM NanoBiT luminescence, HTS; hit rate 0.83% among 99,000; hits give low values; AID 1347419, 2020; z-score (the deposit names both 25 µM and 10 µM);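 active = Z-score of -3 or lower, scaled per plate to the spread of control and sample wells; inactive = z-score above -3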;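 note: negative z-score means lost luminescence so less FERM oligomerization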
ERa coact inh – ERα–SRC-1 coactivator interaction inhibitors, primary screen, biochemical, TR-FRET, ERα LBD, estradiol-bound | TR-FRET ER-alpha LBD / SRC-1 peptide | inhibition, % at 25.6 µM | hit rate 1.7% among 86,000 | AID 629, 2007; in the data active = inhibition above about 50%;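 note: 0% = receptor plus peptide control and 100% = peptide only without receptor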
PTPN22 act – LYP phosphatase activators, primary screen, biochemical, DiFMUP fluorescence, 2 µM; AID 697, 2007; activation, % at 2 µM; Tyrosine-protein phosphatase non-receptor type 22 (Homo sapiens), Q9Y2R2; hit rate 0.11% among 96,000; recombinant LYP; 0 = plate median, 100 = signal doubled;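 active = activation at 2 µM above a set limit, the mean plus 5 SD, cut at about 37% in these data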
FAK inh – FAK kinase inhibitors, primary screen, biochemical; inhibition, %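 (tested at 7 µM)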; hit rate 0.84% among 97,000; Focal adhesion kinase 1 (Homo sapiens), Q05397; biochemical FAK kinase activity assay; AID 727, 2007; in the data active = inhibition above about 19%;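 note: 0% = DMSO and 100% = reference compound high control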
cytoskel mod – modifiers of F-actin cytoskeleton organization, primary screen, imaging, HUVEC, phalloidin staining, high-content imaging | HUVEC TNFa F-actin phalloidin imaging | hit rate 0.18% among 91,000 | inhibition, % at 2 µM;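 active = inhibition above the batch mean plus 3 SD and confirmed as a hit by visual image inspection, cut at about 30% in these data, passing the limit was not always enough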; note: strong numbers were not always called active
VCAM1 TNFa inh – inhibitors of TNFa-induced VCAM1 expression, primary screen, imaging, HUVEC, TNFa stimulus, immunofluorescence. AID 802, 2007. inhibition, % at 2 µM. hit rate 0.48% among 95,000. HUVEC TNFa-induced VCAM-1 immunofluorescence, high-content imaging;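 active = inhibition above the batch mean plus 3 SD, with images confirmed as a hit by eye, cut at about 37% in these data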;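 note: 0% = TNF-stimulated DMSO wells and 100% = unstimulated control wells; not every result past the cut was called active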
An asterisk follows results filed as active; x = not tested or not shown; [ ] = another dose, or the depositor's remark.

SMILES	LYP inh 2	TNFa cytotox	IL1B cytotox	Pyk2 oligo antag	ERa coact inh	PTPN22 act	FAK inh	cytoskel mod	VCAM1 TNFa inh
COc1cccc(NS(=O)(=O)c2ccc3[nH]cc(C(=O)NCCC(C)C)c(=O)c3c2)c1	-4.0	-22.3	90.9*	-1.68	28.6[fluorescence artefact?]	3.1	-2.4	-31.7	-4.8
COc1ccc(C(=O)/C(=C\c2ccco2)N2C=CC=CC2=C(C#N)C#N)cc1	-1.2	8.3	15.2	-0.41	x	3.7	6.1	-34.4	9.6
O=C(Nc1nccs1)c1ccc(CSc2nnnn2-c2ccccc2)cc1	7.4	-15.5	-2.2	-3	-7.3	-3.8	17.5	-7.4	20.3
CCN1CCN(CCNC(=O)c2ccc(CS(=O)(=O)c3c(Cl)cccc3Cl)o2)CC1	-14.8	-4.6	-3.5	x	-6.0	11.3	2.0	-4.0	6.6
O=C(COc1ccccc1)NCC(=O)Nc1ccc(S(=O)(=O)NCc2ccco2)cc1	11.1	-2.6	8.7	0.63	x	-9.5	-1.9	-7.5	-13.9
O=C1CC(=O)C(n2cncn2)C(c2ccc(Cl)cc2)C1 (configuration not stated)	3.4	-3.1	-6.2	0.56	x	-5.7	4.8	7.4	-13.1
C=CCc1cccc(CNc2nc3ccccc3n2CCC)c1O	-5.7	-5.3	-21.5	-2.73	2.6	-1.9	3.1	14.2	15.4
Cc1ccc(CNC(N)=S)cc1	-1.1	-18.4	-14.9	0.8	x	-1.4	1.1	-18.3	6.5
Cc1cc(C)n(-c2nc3ccccc3c(=O)n2OC2CCCCC2)n1	-5.4	7.7	9.1	0.37	-1.1	3.9	3.0	-14.9	-5.0
CCOc1ccc2nc(NC(=O)C3CCN(S(=O)(=O)c4cnc[nH]4)CC3)sc2c1	1.5	-14.8	8.1	x	-4.6	-2.1	5.0	-11.9	-14.4
C=CCn1c(SCC(=O)/C(C#N)=C(\C)N)nc2sc(C)c(C)c2c1=O	1.1	6.7	8.2	-0.18	16.0	2.4	6.8	-0.1	6.2
Cc1nc2ccc(NC(=O)c3ccc(Cl)s3)cc2s1	-10.4	-39.6	-5.1	x	16.5	7.2	-4.1	16.3	-9.7
CCOC(=O)c1c(Nc2ccccc2N)cc(C)nc1C	-10.2	-18.0	-14.9	1.65	-4.3	6.2	0.5	8.1	20.8
CCOc1ccc(Br)cc1S(=O)(=O)N1CCCC1	3.2	-46.3	-30.1	0.11	27.4	-3.6	0.3	23.2	1.2
CCCNC(=O)NC(C)C12CC3CC(CC(C3)C1)C2 (configuration not stated)	-3.1	-6.8	23.2	-0.35	-3.0	3.8	1.4	-22.2	17.5
Cc1ccc(C)c(OCC(=O)N/N=C/c2c(C)nn(-c3ccccc3)c2Cl)c1	28.0*	-20.5	-18.6	x	x	-29.0	-1.6	-11.2	1.5
Cc1ccc(NC(=O)CC2Nc3ccccc3NC2=O)cc1Cl (configuration not stated)	6.5	-1.9	16.9	-0.42	x	-3.5	6.7	5.3	-4.6
COc1ccc(/C=C2\CCc3ccccc3C2=O)cc1Cn1cccn1	-4.5	-4.8	-6.8	-2.53	7.2	3.6	-1.1	0.1	-10.5
CNC(=O)C1CC(=O)N(c2ccc(C)cc2)C1 (configuration not stated)	-0.2	-56.3	-80.8	0.85	-3.3	-2.9	-1.5	x	-0.3
CCOC(=O)c1sc(NC(=O)C2CC2)cc1C	-5.0	-24.0	2.0	x	-7.5	1.6	-3.8	-3.9	-7.3
CCCC(=O)NC(=S)Nc1cccc(C(C)=O)c1	-7.8	-6.0	-41.0	0.25	x	11.0	2.1	-5.4	11.3
Cc1ccc(S(=O)(=O)N(C)CCCC(=O)NCc2ccc3c(c2)OCO3)cc1	7.7	-12.1	8.7	0.39	11.1	-8.1	1.1	17.6	-4.7
COc1ccc(Br)cc1C(=O)Nc1cccc(-c2nnc(-c3ccco3)o2)c1	12.3	x	-11.8	-1.21	69.0*[fluorescence artefact?]	-8.6	65.9*	x	x
O=c1oc2ccccc2cc1NCc1ccccc1O	-2.3	7.7	0.9	x	-5.2	1.2	4.9	-3.3	5.6
COc1ccc(C)cc1-n1c(-c2ccncc2)n[nH]c1=S	8.6	-25.7	-16.6	0.45	-30.0[fluorescence artefact?]	-9.2	-1.5	4.1	11.3
Continuation.
SMILES	LYP inh 2	TNFa cytotox	IL1B cytotox	Pyk2 oligo antag	ERa coact inh	PTPN22 act	FAK inh	cytoskel mod	VCAM1 TNFa inh
CC(=O)Nc1cc(C(=O)c2ccccc2)ccc1N1CCOCC1	2.0	2.9	-15.3	-0.5	-5.7	-3.3	-0.2	-12.6	8.1
N/C(CN1CCCC1=O)=N\O	9.7	-10.9	11.8	-0.48	1.8	-6.6	0.4	-24.4	-1.5
CCSC1=C(C#N)C(c2cccc(O)c2)CC(=O)N1 (configuration not stated)	-12.6	-35.8	-1.9	x	-4.1[fluorescence artefact?]	9.2	0.0	3.6	8.0
COc1ccccc1N1CCN(C2CCN(S(=O)(=O)c3ccc4ccccc4c3)CC2)CC1	13.1	-5.0	-4.3	0.12	7.1	-10.1	-1.3	-1.7	18.7
Cc1ccccc1Oc1ncccc1C(=O)/C(C#N)=C/N(C)C	3.3	2.4	-0.5	0.35	x	0.7	6.2	19.9	-6.7
O=C(CSc1nc(-c2ccco2)cc(C(F)(F)F)n1)NCCCn1ccnc1	7.0	-3.1	-18.2	x	-1.3	-8.6	-0.9	3.5	-6.9
COc1ccc(/C=C/C(=O)CC(O)(c2ccccc2)C(F)(F)F)cc1 (configuration not stated)	4.2	-38.1	3.7	-1.18	10.8	-4.8	-0.1	56.9	11.5
Cc1nc2ccc(NS(=O)(=O)c3ccc(C)c(C)c3)cc2s1	-11.9	-1.2	-7.3	0.66	x	11.5	-0.5	-17.1	2.5
O=C1C2CC=CCC2C(=O)N1CC1CCCO1 (configuration not stated)	-0.6	x	-23.6	0.35	-25.1	-0.4	-1.3	11.2	12.6
COc1ccc(C(=O)COC(=O)c2ccc(NC(C)=O)cc2)cc1[N+](=O)[O-]	-10.2	7.0	2.9	-0.44	x	13.2	-6.8	-9.8	2.3
C=CCn1c(O)c(N=NC(=O)c2ccc3c(c2)OCO3)c2ccccc21	-0.7	-37.1	1.6	-0.74	x	4.5	1.6	15.3	12.7
CCCC(=O)NCCc1ccc(S(N)(=O)=O)cc1	-0.7	-16.6	-120.5	0.46	2.8	3.3	-2.0	2.4	15.8
Nc1cccc(Cl)c1N1CCOCC1	-6.5	0.0	-20.0	0.17	-6.1	9.2	-1.4	-16.7	-3.8
COc1ccc(OC)c(CNc2nc3ccccc3n2CCN2CCCCC2)c1	5.3	-24.2	12.4	0.64	-1.1	-6.3	0.4	26.0	3.5
CCOC(=O)CSc1ncnc2c1cnn2-c1ccc(Cl)cc1	-5.6	-20.0	14.1	1.01	5.3	4.0	-3.9	16.4	-6.9
Cc1cccc(OCCCCCNCCO)c1	1.5	-6.1	-40.0	0.47	1.7	-3.9	-2.8	-9.6	6.4
COc1ccc(/C(C)=C2\SC(=S)N(CCC(=O)O)C2=O)cc1	-6.7	8.9	-11.0	0.11	-1.7	7.8	2.7	x	-3.2
CCOC(=O)c1cccnc1SC(CC)C(=O)NCc1ccco1 (configuration not stated)	-6.8	-31.9	-9.8	-0.36	-0.6	5.1	-1.5	2.3	-13.4
CCOC(=O)c1c(NC(=O)CN2CCOCC2)sc(C(=O)NC)c1C	-12.4	-0.4	-13.5	-0.62	x	12.0	-0.1	-8.4	3.3
CCC(C)NC(=O)CC(NS(=O)(=O)c1ccc(Cl)cc1)c1ccco1 (configuration not stated)	-0.1	5.2	5.1	0.44	0.5	-0.6	-1.2	-5.9	-3.0
O=C(CCc1ccccc1)Nc1c(F)cccc1F	-5.5	-8.5	x	0.55	-1.1	2.8	1.6	-21.6	-5.9
COc1ccc(NC(=O)Cn2nnc(-c3ccccc3N)n2)cc1OC	-12.4	18.5	-24.8	0.25	-3.7	8.9	1.1	-12.7	22.1
Nc1cccc(C(=O)Nc2ccccc2Cl)c1	13.8	-11.6	0.0	0.27	-9.5	-13.8	1.4	-15.0	-11.1
Cn1c(SCC(=O)Nc2ccc(NC(=O)c3cccs3)cc2)nnc1-c1ccncc1	-13.7	4.3	-15.6	0.17	-4.6	9.8	2.1	-2.8	3.2
Cc1c(C(=O)Nc2ccc(OC(F)(F)F)cc2)sc2nc3n(c(=O)c12)CCC3	15.3	-12.0	7.8	1.87	x	-13.5	2.5	-6.1	-3.8

The closing 3 records of the section before are carried over, then new ones follow:
SMILES	LYP inh 2	TNFa cytotox	IL1B cytotox	Pyk2 oligo antag	ERa coact inh	PTPN22 act	FAK inh	cytoskel mod	VCAM1 TNFa inh
Nc1cccc(C(=O)Nc2ccccc2Cl)c1	13.8	-11.6	0.0	0.27	-9.5	-13.8	1.4	-15.0	-11.1
Cn1c(SCC(=O)Nc2ccc(NC(=O)c3cccs3)cc2)nnc1-c1ccncc1	-13.7	4.3	-15.6	0.17	-4.6	9.8	2.1	-2.8	3.2
Cc1c(C(=O)Nc2ccc(OC(F)(F)F)cc2)sc2nc3n(c(=O)c12)CCC3	15.3	-12.0	7.8	1.87	x	-13.5	2.5	-6.1	-3.8
O=c1[nH]c2ccccc2n1CCC1CCCCC1	-4.4	-30.4	-19.2	-0.86	6.6[fluorescence artefact?]	1.6	1.0	-1.0	9.5
O=C(NNC(=O)c1ccccc1-n1cccc1)c1cccc(Cl)c1	3.0	-19.1	-16.3	1	x	-0.6	-7.8	9.5	-15.3
CCOc1ccc(OCCN2C(=O)NC3(CCCc4ccccc43)C2=O)cc1 (configuration not stated)	4.2	-31.1	-11.7	-0.21	-24.6	-6.6	-6.7	-2.0	-4.9
O=C(Nc1ccn(Cc2ccccc2F)n1)c1ccc(COc2ccccc2Cl)cc1	0.3	-19.7	-13.7	-0.04	x	2.7	-2.8	-23.8	-5.7
Cc1cc(N2CCC(C(N)=O)CC2)nc(-c2ccccc2)n1	-5.6	4.7	7.2	0.48	x	4.2	-1.9	9.5	4.4
CSCCC1C(=O)OC2(C)CC(C)(C)NC(=S)N12 (configuration not stated)	-6.5	15.4	1.0	-0.01	-2.4	6.0	-2.4	-20.7	7.5
Cc1nc2ncnn2c(C)c1CCC(=O)NCc1ccccc1	-14.2	-25.8	-6.7	0.78	-5.5	10.3	-2.0	-15.0	14.3
COc1ccc(CNC(=O)Cn2c(=O)oc3ccccc32)cc1OC	13.2	-27.4	3.1	0.6	-6.5	-12.2	-1.2	9.8	8.7
Cc1ccc2[nH]c(=O)c(C(c3nnnn3CC3CCCO3)N3CCOCC3)cc2c1 (configuration not stated)	-4.0	-18.8	-1.2	-0.01	3.3	3.3	5.4	-26.1	7.2
O=C(CCC(=O)OCC(=O)c1ccc(Cl)cc1)NC1CCCCC1	-7.0	8.0	-7.3	0.29	2.4	8.9	-2.6	-15.6	8.6
CC(C)OC(=O)c1cccnc1N1CCN(c2ccc(F)cc2)CC1	10.9	-14.2	14.9	-0.88	x	-8.7	1.2	14.1	2.5
O=C(CC12CCC(CC1)C2)NCc1ccc2c(c1)OCO2	7.3	-11.0	5.9	0.15	-3.0	-7.4	-0.8	-2.7	6.1
Cc1c(Cl)cccc1NC(=O)CSCC(N)=O	0.5	-20.7	30.7	2.13	-15.2	-1.0	-2.0	5.7	11.3
Cc1cc(C)c(NC(=O)CCCC(=O)O)c(Cl)c1	10.5	-28.4	-4.0	0.62	-6.2	-9.2	-0.5	x	8.5
O=C(COc1ccc(Br)cc1)NCc1ccccn1	-18.3	-15.8	-11.6	1.21	7.0[fluorescence artefact?]	18.9	0.1	x	2.8
